High-throughput results: PubChem BioAssay, National Center for Advancing Translational Sciences (NCATS)
HCMV antiviral: human cytomegalovirus inhibition. HFF cells, HCMV-luciferase reporter, 72 h; stronger effect = lower value. 410,000 compounds, 4.5% hits. activity change, negative = inhibition, % at 57.5 µM; in the data active = activity change below about -60%; inconclusive = no clear call, values can overlap the other calls; inactive = above about -39%
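Screen run at 2 compound doses on HFFs infected with reporter HCMV, MOI 1 PFU/cell. Luciferase activity from cell lysates at 72 h post infection gave inhibition relative to buffer-only and Salinomycin wells.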
AMA1-RON2 inh: disrupts binding of P. falciparum AMA1 to RON2; AID 720542; AlphaScreen AMA1-biotinylated RON2 peptide binding; Potency, µM (highest dose often 58.2 µM), for the others: top-dose activity change, negative = inhibition, usual class: inhibitors; 360,000 compounds, 0.2% hits; active = well fitted inhibition curve with a large enough effect; inconclusive = small, poorly fitted or top-dose-only effect; inactive = no such curve, though single readings can be large or run the other way;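 also: potency is read from the fitted curve at half-maximal effect; 0% = vehicle wells and -100% = peptide control; nearly all actives have a fitted effect of over 45% in size; some results filed as inactive show a strong effect at the top dose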
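AMA1 (3D7) with his tag at 25 nM final met compounds first, then biotinylated RON2 peptide at 25 nM; detection used donor plus acceptor beads, 10 µg/mL apiece, read by AlphaScreen after 30 min at room temperature.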
Numbers without * were called inactive; ? = inconclusive; & = joins results of further samples; [ ] = another dose, or the depositor's remark. Unless noted, % is scaled to controls: 0 for no effect and ±100 for the full control effect. Only part of the results is shown; rates above refer to the full screens.

SMILES | HCMV antiviral | AMA1-RON2 inh
CC(=O)Nc1cccc(-c2cc(N3CCN(CCO)CC3)n3nccc3n2)c1 | -13 | -2%
COc1c(OP2(=S)OCC(C)(C)CO2)cnn(C2CCCCC2)c1=O | -8 | 2%
CCOC(=O)C1=CCN(S(=O)(=O)c2ccc(C)cc2)C1c1cccc2ccccc12 (stereo unspecified) | ? | -2%
CCn1c(C)cc(C(=O)COC(=O)CNC(=O)c2ccco2)c1C | -24 | 5%
CC(C)(C)c1ccc(S(=O)(=O)Nc2ccc(C(O)(C(F)(F)F)C(F)(F)F)cc2)cc1 | -12 | 3%
N#Cc1ccc(NC(=O)COC(=O)c2cccc(S(=O)(=O)N3CCCC3)c2)cc1 | 24 | -7%
C#CCNC(=O)C[C@@H]1C[C@@]2(C(=O)OC)CCCCC=C2N(CCCCCCCC)C1=O | 24 | -1%
CC1(C(=O)NS(=O)(=O)c2cccc(F)c2)CCN1C(=O)C/C=C/c1ccccc1 (stereo unspecified) | 4 | 10%
O=C(NCc1cccs1)c1cccc2c(-c3cccnc3)coc12 | 24 | -1%
COc1ccc(S(=O)(=O)Nc2ccc3c(c2)C(=O)N([C@@H](C)CO)C[C@@H](C)[C@H](CN(C)S(=O)(=O)c2ccc(F)cc2)OCCCC[C@H](C)O3)cc1 | -25 | -8%
Cc1ccc(S(=O)(=O)Nc2ccc(Cl)cc2O)cc1 | 4 | 27%
COc1cc(OC)cc(-c2noc(-c3csc([C@@H]4C[C@H](O)[C@@H](CO)O4)n3)n2)c1 | 72 | -7%
CC1=C(C(=O)N(C(C)C)C(C)C)CC(CC(=O)NC2CC2)C(=O)N1Cc1ccc(F)cc1 (stereo unspecified) | 12 | -1%
CCOC(=O)[C@]12CCC=C1N(Cc1ccc3c(c1)OCO3)C(=O)[C@H](CC(=O)NCCCN1CCCC1=O)C2 | -13 | 0%
CC1(c2cccc(Br)c2)NC(=O)N(CC(=O)NCCC2=CCCCC2)C1=O (stereo unspecified) | -5 | 1%
Cc1ccc(S(=O)(=O)N2CCC(C(=O)OCC(=O)N(Cc3ccccc3)C(C)C)CC2)cc1C | -3 | 0%
C[C@H]1CN([C@@H](C)CO)C(=O)CCCn2nncc2CO[C@H]1CN(C)C(=O)Nc1ccnc(N2CCOCC2)c1 | 20 | -7%
CC1NC(=O)c2cccnc2-n2c1nc1ccccc1c2=O (stereo unspecified) | -7 | 9%
CCCC#Cc1ccc2c(c1)O[C@@H](CN(C)Cc1ccc3c(c1)OCO3)[C@H](C)CN([C@@H](C)CO)S2(=O)=O | -6 | -28%
COC(=O)C1(C(=O)OC)C2CCCCC2N(S(=O)(=O)c2ccc(C)cc2)[C@@H]1CC(C)=O (stereo partly specified) | -4 | 1%
COc1ccccc1CNc1nc2cc(-c3sccc3C)sc2c(=O)n1C | -6 | 1%
O=C(N[C@@H]1CC[C@H](CCn2cc(-c3ccccn3)nn2)O[C@@H]1CO)c1ccncc1 | -12 | ?
COC(=O)C1(C(=O)OC)C[C@H](c2ccc(OC)cc2)N(Cc2ccccc2OC)[C@@H]1c1cccs1 | ? | -13%&-16%
Cc1cc2c(cc1C)-n1nnnc1C(N1CCN(c3ncccc3C#N)CC1)C(=O)N2 (stereo unspecified) | 7 | -2%
Cc1ccccc1C(=O)NNS(=O)(=O)c1ccc(F)cc1 | -37 | 3%
COc1ccc(C2=Nc3ccccc3N(C(=O)c3ccc4ncccc4c3)C2C(=O)NC2CCCC2)cc1 (stereo unspecified) | -78* | -10%
C[C@H]1CN([C@@H](C)CO)C(=O)CCCn2nncc2CO[C@@H]1CN(C)Cc1ccc2c(c1)OCCO2 | -5 | 6%
CCC[C@H]1CN(c2ccccc2)C(=O)[C@@H]1CC(=O)NC | -12 | -5%
O=C1OCC/C1=C\NCCCN/C=C1\CCOC1=O | 35 | -7%
COc1ccccc1-c1csc(C(NC(C)=O)c2cccc(F)c2)n1 (stereo unspecified) | 28 | 7%
CCc1c(-c2ccc(Cl)cc2)ncn1Cc1cccc(-c2ccccc2)c1 | -35 | -19%
Cc1ccc(Cc2c(-c3ccccc3)nc3cc(C)ccn23)cc1 | 45 | ?
COc1ccc(NC(=O)C2(C)CCN2Cc2ccc3ccccc3c2)cc1OC (stereo unspecified) | ? | 2%
CC1(C(=O)O)CCN1C(=O)c1cccc(C(F)(F)F)c1 (stereo unspecified) | 3 | 6%
CC(=O)Oc1ccc(Cn2c(C)c(C(=O)NCc3ccc4c(c3)OCCO4)sc2=O)cc1 | 14 | -8%
C[C@@H]1CN([C@@H](C)CO)C(=O)c2cc(N(C)C)ccc2O[C@@H](C)CCCCO[C@@H]1CN(C)Cc1ccc2c(c1)OCO2 | 0 | -17%
OC[C@@H]1CN(Cc2ccncc2)C[C@H](n2cnc3c(N4CCOCC4)ncnc32)O1 | 0 | 11%
Cc1noc(C)c1NC(=O)N(C)C[C@@H]1OCc2ccccc2-c2c(n(C)c3ccccc23)C(=O)N([C@H](C)CO)C[C@H]1C | 80 | -2%
O=C(Nc1nc(OCCN2CCCC2=O)cnc1/C=C\c1ccccc1)c1cc2ccccc2s1 | 13 | -6%
Cc1cc(C(=O)N2CCC2(C)C(=O)O)nn1C(C)(C)C (stereo unspecified) | 19 | 5%

Given as labelled records: entries from further up
Cc1cc(C(=O)N2CCC2(C)C(=O)O)nn1C(C)(C)C (stereo unspecified)
  HCMV antiviral: 19
  AMA1-RON2 inh: 5%
O=C(Nc1nc(OCCN2CCCC2=O)cnc1/C=C\c1ccccc1)c1cc2ccccc2s1
  HCMV antiviral: 13
  AMA1-RON2 inh: -6%

Later entries.
SMILES | HCMV antiviral | AMA1-RON2 inh
Cc1cc(C(=O)N2CCCC(C)(C(=O)NS(=O)(=O)C3CC3)C2)n(C(C)(C)C)n1 (stereo unspecified) | -6 | 2%
O=C(CNc1cccc(S(=O)(=O)N2CCCCC2)c1)Nc1ccc(C(F)(F)F)cc1 | -79* | -4%
O=C(Cc1ccccc1)NCC(=O)N1CCN(c2ccc(F)cc2)CC1 | 15 | 4%
COc1ccc(C(=O)Nc2ccc3c(c2)OCO3)cc1S(=O)(=O)N1CCOCC1 | -9 | 1%
Cc1ccc(C(=O)Nc2ccccc2C(=O)N2CC(C)OC(C)C2)cc1 (stereo unspecified) | 7 | 15%
COc1cc2c(cc1OC)C(c1ccccc1[N+](=O)[O-])=NCC2 | 112 | -5%
O=C(Nc1cccc2c1CCCC2)c1cc(C2CCCCN2S(=O)(=O)c2cccs2)on1 (stereo unspecified) | 25 | 4%
Cc1cccc(C)c1-n1nnnc1C(c1ccnc2ccccc12)N1CCN(C/C=C/c2ccccc2)CC1 (stereo unspecified) | -16 | ?
C[C@@H]1CN([C@@H](C)CO)C(=O)c2cc(C#CCN(C)C)cnc2O[C@H]1CN(C)Cc1ccc2c(c1)OCO2 | -15 | -4%
COC(=O)[C@]12CCCCC=C1N(Cc1cccc3ccccc13)C(=O)[C@H](CC(=O)NCc1ccc(C)o1)C2 | 9 | -18%
CC(=O)NC(c1ccccc1)c1nc(-c2cc3ccccc3o2)cs1 (stereo unspecified) | 78 | 1%
CCCCNc1c(-c2ccc(SC(C)CC)cc2)nc2ccc(Cl)cn12 (stereo unspecified) | 72 | -20%
OC(c1ccccc1)(c1nc(-c2ccc(Cl)cc2)cs1)C(F)(F)F (stereo unspecified) | -24 | -1%
OCCN1CCN(c2cc(-c3ccc4ccccc4c3)nc3ccnn23)CC1 | 31 | 41%[activator]
CCc1ccc([C@H]2C[C@H]3[C@H]4C(=O)N(c5ccccc5)C(=O)[C@H]4CC(=O)[C@@H]3CN2S(=O)(=O)c2ccc(C)cc2)cc1 | -6 | 7%
Cc1cccc(C)c1-n1nnnc1C(c1ccnc2ccccc12)N1CCN(CC(=O)NC(C)C)CC1 (stereo unspecified) | 8 | -2%
C[C@@H]1CN([C@@H](C)CO)C(=O)c2cc(Br)cnc2O[C@@H]1CN(C)C(=O)C1CCCCC1 | 2 | 1%
CCN(CC(=O)Nc1c(F)cccc1F)C(=O)c1ccc2c(c1)C(=O)N(c1ccccc1C)C2=O | -26 | 31%[activator]
c1cc(-c2cc3c(o2)CCCC3OCCN2CCOCC2)cs1 (stereo unspecified) | -14 | -1%
COc1ccc(CCN2CC(C(=O)NCc3cn(C)nc3C)CCC2=O)cc1 (stereo unspecified) | -15 | -8%
O=S1(=O)CC(N2CC=CC2)CN1Cc1ccc(F)cc1 (stereo unspecified) | -12 | 9%
CC1(C(=O)N2CCN(C(=O)c3ccco3)CC2)CCN1Cc1ccccc1OC(F)F (stereo unspecified) | 7 | 23%
COc1cccc(NC(=O)C2(C)CCN2Cc2ccccc2Cl)c1 (stereo unspecified) | ? | 13%
CCNC(=O)C1(C)CCCN(C(=O)c2ccc3ccccc3n2)C1 (stereo unspecified) | -24 | -5%
Cc1ccc([C@H]2C[C@@H](O)[C@H](n3cc(-c4ccc(F)cc4)nn3)CN2Cc2cccs2)cc1 | -17 | 8%
O=C(COC(=O)c1cccc(-n2cnnn2)c1)c1ccc(F)c(F)c1 | 52 | -3%
C[C@H](CO)N1C[C@H](C)[C@@H](CN(C)C(=O)c2cccnc2)Oc2ncc(Br)cc2C1=O | 23 | -1%
CSc1ccccc1NC(=O)CN(C)C(=O)CNC(=O)c1ccc(Oc2ccccc2)cc1 | 3 | -2%
COc1ccc(-c2csc(C(C)(O)c3ccncc3)n2)cc1OC (stereo unspecified) | 53 | -4%
O=C(Nc1ccc(F)c(Cl)c1)C1Cc2c(-c3ccc(Cl)cc3)ccnc2O1 (stereo unspecified) | -35 | 44%[activator]
CC(C)Oc1ccccc1OC1(C)CCN(Cc2ccc(OC(F)(F)F)cc2)C1 (stereo unspecified) | 1 | -2%
O=C(Nc1ccc2ccccc2c1)c1ccccc1Cl | 8 | -8%
Cn1c(=O)c2cc(NC(=O)Nc3cccnc3)ccc2n1-c1ccc(C(C)(C)C)cc1 | ? | -3%
Cc1cccc(C)c1NC(=O)C1(C)CN(S(C)(=O)=O)CC(=O)N1CCc1c[nH]c2ccccc12 (stereo unspecified) | -1 | 10%
Cc1ccccc1S(=O)(=O)NC(=O)C1(C)CCN1C(=O)CCc1ccc(Cl)cc1Cl (stereo unspecified) | 30 | -3%
Cc1cccc(C(=O)C(O)(c2ccccc2)C2CCCCC2=O)c1 (stereo unspecified) | ? | 16%
COc1ccc(C2C=C(C)Oc3c2c(=O)oc2ccccc32)cc1OC (stereo unspecified) | -27 | -5%
C/C=C/c1cccc(-c2nc(C(=O)N3CCOCC3)cc3c2[C@@H](CCO)N(C(=O)NC(C)C)C3)c1 | -13 | 3%
Cc1cc(Cl)ccc1C(O)c1ncc(-c2ccc(Cl)cc2)[nH]1 (stereo unspecified) | 20 | -26%
O=C(Nc1cccc(S(=O)(=O)C(F)(F)F)c1)[C@H]1C[C@H](O)[C@@H](CO)O1 | 54 | 2%
COc1ccc2nc(-c3ccc(CN4CCC(n5c(=O)[nH]c6ccccc65)CC4)cc3)c(-c3ccccc3)nc2c1 | -39 | -27%
Cc1ccc(S(=O)(=O)NC[C@H]2O[C@@H](n3ccc(N)nc3=O)[C@H](O)[C@@H]2O)s1 | -17 | 11%
CCN(CC)C(=O)C1=C(C)N(CCC2=CCCCC2)C(=O)C(CC(=O)NCCc2ccccn2)C1 (stereo unspecified) | 13 | 26%
CCc1nc2ccc(C(=O)N3CCN(c4ccccc4)CC3)cn2c1N(CCC(C)C)CCN(C)C | -29 | -3%
Cn1c(/N=C(\N)c2ccccc2)nc2ccccc21 | 208 | 118%[activator]
CC1(C(=O)NS(=O)(=O)C2CC2)CCN(C(=O)c2cc(F)cc(F)c2)C1 (stereo unspecified) | 13 | 5%
COc1cccc(-n2c(SCC(=O)NC3CC3)nc3ccccc3c2=O)c1 | 116 | -1%
CC(=O)c1cccc(-c2ccnc3c2CC(C(=O)Nc2ccc(Cl)c(C(F)(F)F)c2)O3)c1 (stereo unspecified) | -7 | -11%
C[C@@H](c1ccccc1)N1C[C@H](COCc2ccccc2)Oc2cc(N3CC[C@@H](O)C3)ccc2S1(=O)=O | -7 | -14%
C[C@H]1CN([C@@H](C)CO)C(=O)CCCn2cc(nn2)CO[C@@H]1CN(C)S(=O)(=O)c1ccc2ccccc2c1 | 15 | -2%
CC1=C(C(=O)N(C)C)CC(CC(=O)NCc2ccco2)C(=O)N1CCC1=CCCCC1 (stereo unspecified) | -8 | -4%
Cc1ccc(NS(=O)(=O)c2ccc(-c3coc(C)n3)cc2)c(Cl)c1 | 11 | -3%

Some of the entries so far, field by field.
CC1(C(=O)NS(=O)(=O)C2CC2)CCN(C(=O)c2cc(F)cc(F)c2)C1 (stereo unspecified)
  HCMV antiviral: 13 | AMA1-RON2 inh: 5%
C[C@H]1CN([C@@H](C)CO)C(=O)CCCn2cc(nn2)CO[C@@H]1CN(C)S(=O)(=O)c1ccc2ccccc2c1
  HCMV antiviral: 15 | AMA1-RON2 inh: -2%
Cn1c(/N=C(\N)c2ccccc2)nc2ccccc21
  HCMV antiviral: 208 | AMA1-RON2 inh: 118%[activator]
CCc1nc2ccc(C(=O)N3CCN(c4ccccc4)CC3)cn2c1N(CCC(C)C)CCN(C)C
  HCMV antiviral: -29 | AMA1-RON2 inh: -3%
